# Screens (PubChem)
# GPT2 inh: blocks human glutamate pyruvate transaminase 2 | Q8TD30 | Recombinant GPT2, coupled pyruvate oxidase/HRP Amplex Red fluorescence | Potency, µM (titrated, usually from 57.7 µM), for the others: top-dose activity change, negative = inhibition, usual class: inhibitors | 100,000 compounds, 0.25% hits | AID 1671188; note: potency is the fitted concentration of half-maximal effect; nearly all actives have a fitted effect of over 60% in size; many of its hits are not listed in these tables
#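 GPT2 10ng/uL, a-KG 250uM, L-Ala 2mM, HEPES pH7.5 + 0.0001% Tween; 30 min RT. Then Amplex mix (PO/HRP/ThPP), 30 min RT dark, fluorescence. AOA 50uM used as positive control.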
# HEK293 tox: cytotoxic compounds in HEK 293 cells; Potency, µM (titrated, usually from 115 µM), for inactives: at the highest dose activity change, negative = cytotoxicity, hits mostly inhibitors; HEK 293 viability, ATP luminescence (CellTiter-Glo), 48-72 h; 94,000 compounds, 6.6% hits; note: potency is the fitted concentration of half-maximal effect; nearly all actives have a fitted effect of over 60% in size
#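 250 HEK 293 cells/well; compound by pintool; incubated 48 or 72 hr at 37 degree Celsius; CellTiter-Glo added, 10 min RT, luminescence imaged.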
# NIH3T3 tox: cytotoxic compounds in NIH 3T3 cells. NIH 3T3 viability, CellTiter-Glo ATP luminescence, 48-72 h. Potency, µM (titrated, usually from 96.7 µM), inactives show at the top dose activity change, negative = cytotoxicity, hits mostly inhibitors. 94,000 compounds, 4.3% hits. AID 1345082; note: potency is the fitted concentration of half-maximal effect; nearly all actives have a fitted effect of over 55% in size
#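 ATP-dependent luminescence (CellTiter-Glo) served as the viability signal for NIH 3T3 cells treated with compound for 48 or 72 hr at 37 °C.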
# IP6K1 inhibitor: IP6K1 kinase inhibition; IP6K1 kinase, ADP-Glo luminescence, 2 h; hits give low values; activity change, % (series mostly up to about 58 µM); 140,000 compounds, 0.81% hits; in the data active = activity change below about -25%
# Target sequence (Q92551 whole entry, looked up): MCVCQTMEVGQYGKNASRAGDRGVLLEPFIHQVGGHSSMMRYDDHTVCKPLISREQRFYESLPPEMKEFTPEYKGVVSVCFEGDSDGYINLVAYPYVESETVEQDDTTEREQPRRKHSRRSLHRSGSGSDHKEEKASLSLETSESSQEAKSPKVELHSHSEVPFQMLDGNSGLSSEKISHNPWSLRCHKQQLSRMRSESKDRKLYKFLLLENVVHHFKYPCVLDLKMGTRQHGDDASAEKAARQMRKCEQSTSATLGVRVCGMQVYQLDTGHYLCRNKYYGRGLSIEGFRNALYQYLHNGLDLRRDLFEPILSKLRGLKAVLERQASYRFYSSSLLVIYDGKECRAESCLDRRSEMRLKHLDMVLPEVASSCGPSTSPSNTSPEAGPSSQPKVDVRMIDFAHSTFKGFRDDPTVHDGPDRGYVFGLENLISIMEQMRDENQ
#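 ADP-Glo luminescence measures ADP made by human IP6K1 during a 2 h RT reaction with ATP/IP6 (mix at 1.3 mM/130 uM); top library doses 57.5 and 19.1 uM final.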
# HEK293 viab: cell viability loss counter-screen; Potency, µM (titrated, usually from 57.1 µM), for inactives: at the highest dose activity change, negative = cytotoxicity, hits mostly cytotoxic; HEK-293-SNCA-luc viability, GF-AFC fluorescence, 24 h; AID 1671193; 150,000 compounds, 0.12% hits;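 note: potency is the fitted concentration of half-maximal effect; 0% = DMSO-treated cells and -100% = medium-only wells without cells; nearly all actives have a fitted effect of over 30% in size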
#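 HEK-293-SNCA-luc cells (1500/well) plated 24 h, then exposed 24 h to a dilution series; GF-AFC added 30 min at 37C, fluorescence 405/540 nm; normalised to medium-only and DMSO wells, Hill fit.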
# SNCA expr inhib: inhibitors of alpha-synuclein (SNCA) gene expression; AID 1671194; 140,000 compounds, 0.17% hits; Potency, µM (titrated, usually from 57.2 µM), inactives show at the highest dose activity change, negative = inhibition, hits mostly inhibitors; HEK-293 SNCA-luciferase knock-in, luminescence, 24 h;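 note: potency is the fitted concentration of half-maximal effect; plate controls were DMSO cells for no effect and cell-free wells for full effect; nearly all actives have a fitted effect of over 45% in size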
# FLuc inh: inhibitors of firefly (Photinus pyralis) luciferase; 76,000 compounds, 2.5% hits; purified P. pyralis luciferase, luminescence, biochemical; AID 1347043; Potency, µM (highest dose often 115 µM), for inactives: at the top dose activity change, negative = inhibition, usual class: inhibitors; P08659; note: potency is the fitted concentration of half-maximal effect; nearly all actives have a fitted effect of over 65% in size
# Target sequence (P08659 whole entry, looked up): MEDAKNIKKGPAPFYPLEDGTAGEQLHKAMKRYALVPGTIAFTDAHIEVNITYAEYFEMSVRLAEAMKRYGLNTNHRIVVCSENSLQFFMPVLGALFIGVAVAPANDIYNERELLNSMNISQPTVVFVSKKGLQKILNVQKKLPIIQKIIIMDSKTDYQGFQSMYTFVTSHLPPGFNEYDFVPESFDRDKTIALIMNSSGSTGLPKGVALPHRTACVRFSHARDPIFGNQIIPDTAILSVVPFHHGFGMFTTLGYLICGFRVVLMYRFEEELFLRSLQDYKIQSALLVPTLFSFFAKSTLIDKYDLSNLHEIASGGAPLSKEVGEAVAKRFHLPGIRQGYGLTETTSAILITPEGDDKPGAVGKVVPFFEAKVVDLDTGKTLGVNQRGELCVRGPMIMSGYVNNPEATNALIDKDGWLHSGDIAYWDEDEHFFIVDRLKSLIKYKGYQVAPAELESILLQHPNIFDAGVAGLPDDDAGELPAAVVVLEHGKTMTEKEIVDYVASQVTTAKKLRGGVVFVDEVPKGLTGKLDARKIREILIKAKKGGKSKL
#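 Biochemical qHTS: compound (6-point titration) added to 10uM D-luciferin plus 10uM ATP in Tris acetate pH 7.5 buffer with Mg, Tween-20 and BSA, then purified enzyme at 10nM; light output imaged.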
# An asterisk follows results filed as active; i = inactive; u = inconclusive; x = no result given; [ ] = another dose, or the depositor's remark. Unless noted, calls come from the whole dose curve; as a rule, active = well fitted curve in the direction sought with a large enough effect; inconclusive = small, poorly fitted or top-dose-only effect, or another doubt; inactive = no such curve, though single readings can be large; an effect the other way counts as inactive or inconclusive. Unless noted, % is set by controls: 0 for no effect and ±100 for the full control effect.
SMILES,GPT2 inh,HEK293 tox,NIH3T3 tox,IP6K1 inhibitor,HEK293 viab,SNCA expr inhib,FLuc inh
CN(C)C(=O)C1CN(C(=O)Cc2cccc(Cl)c2)CC12CCOCC2 (configuration not stated),2%,-6%,-1%,30,u,-10%,-4%
O=C(CSc1cn(CC(=O)N2CCCC2)c2ccccc12)Nc1cc(C(F)(F)F)ccc1Cl,x,x,x,5,-7%,-11%,x
Cc1ccc(CCNC(=O)c2ccc(NC(=O)N3CCSc4ccccc43)cc2)cc1,x,x,x,14,-6%,u,x
Cc1ccc(CNC(=O)N2CCCC(c3nn(C)c(=O)n3Cc3ccccc3)C2)cc1 (configuration not stated),i,0%,-12%,-3,-5%,-13%,-1%
c1ccc(CNc2ncnc3[nH]ncc23)cc1,x,x,x,10,-6%,10%,x
CN1CCN(c2nc3c(s2)CN(C(=O)c2ccnn2C)CC3)CC1,3%,u,-31%,10,2%,12%,-5%
COc1ccc2c(c1)c1c(c(=O)n(-c3ccccc3)c(=O)n1CC(=O)NCCC1=CCCCC1)n2C,x,x,x,9,0%,-14%,x
Cc1cc2c(c(=O)n(-c3ccccc3)c(=O)n2CC(=O)Nc2ccccc2Cl)n1C,-13%,u,u,10,-23%,-17%,-5%
O=C(C[C@@H]1C[C@H]2O[C@H](CNC3CCCC3)[C@@H](O)[C@H]2O1)N1CCOCC1,i,3%[172 µM],i,-8,-9%[87.6 µM],-26%[87.6 µM],2%[172 µM]
CN(c1ccccc1)S(=O)(=O)c1ccc(NC(=O)c2cc(=O)c3ccccc3o2)cc1,x,x,x,19,-3%,-3%,x
C=CCc1cc(-c2c(-c3ccccc3)ncn2CCCO)cc(OC)c1O,-25%,u,u,-12,-13%,-21%,12%
COCCn1c(C)cnc1CC1CCCN(Cc2cccc(F)c2)C1 (configuration not stated),u,-25%,-29%,-5,-20%,-4%,-14%
CC(C)CNC(=O)c1ccc2nc(-c3cccnc3)oc2c1,i,-11%,-21%,-2,5%,3%,x
Cc1nc(C)n(CCCNC(=O)c2cc(S(N)(=O)=O)ccc2F)n1,1%,4%,0%,22,2%,6%,-3%
COCCN1C(=O)CCC2(CNC(=O)c3cc(F)ccc3F)CCCC=C12 (configuration not stated),i,-9%,-15%,-12,1%,-17%,2%
CCn1ncnc1CN1CCC(N2CCCC(C(=O)N3CCCC3)C2)CC1 (configuration not stated),u,i,4%,0,1%,-5%,5%
CN(Cc1cccnc1)Cc1cccc(C(F)(F)F)c1,-8%[88.5 µM],-21%[172 µM],-24%[138 µM],15,7%[87.6 µM],-9%[87.6 µM],x
CC(C)C[C@@H]1N[C@H](C(=O)NC(C)C)Cc2cn(Cc3nccn3C)c3cccc1c23,0%[88.5 µM],u,79µM*,4,-5%[87.6 µM],-25%[87.6 µM],-4%[172 µM]
CC1CCC(NC(=O)c2ccc(CSc3nc4ccncc4n3Cc3ccc(F)cc3)cc2)CC1 (configuration not stated),x,x,x,-14,u,u,x
O=C(CN1C(=O)NC2(CCS(=O)(=O)CC2)C1=O)Nc1ccc(F)cc1,i,12%,i,-12,6%,-9%,6%
C[C@@]12CO[C@@H](CNS(C)(=O)=O)O[C@@H]1CC[C@]1(C)[C@@H]2CC[C@@H](O)[C@H]1CC(=O)NCc1ccco1,1%,-28%,-28%,-11,4%,-28%,-12%
OCC1O[C@H](O)C(Cl)C(O)C1O (some centres not stated),i,x,x,x,7%,0%,x
COCC(=O)N[C@@H]1CN(C(=O)c2ccc(OC)cc2OC)CC[C@@H]1CO,-16%,-3%,-8%,18,12%[12.5 µM],u,-7%
CNCC(=O)N1C[C@@H](C(=O)O)[C@H](c2ccccc2)C1,-4%[11.5 µM],i,i,20,-13%,10%,2%
CC1(C)CNC(=O)c2nc(-c3ccccc3-n3cncn3)[nH]c2C1,-5%[11.5 µM],-12%,0%,3,-3%,17%,-7%

# Brought forward from above: two entries, followed by the next part.
SMILES,GPT2 inh,HEK293 tox,NIH3T3 tox,IP6K1 inhibitor,HEK293 viab,SNCA expr inhib,FLuc inh
CNCC(=O)N1C[C@@H](C(=O)O)[C@H](c2ccccc2)C1,-4%[11.5 µM],i,i,20,-13%,10%,2%
CC1(C)CNC(=O)c2nc(-c3ccccc3-n3cncn3)[nH]c2C1,-5%[11.5 µM],-12%,0%,3,-3%,17%,-7%
CCN1CCN(C(=O)c2nc3sccn3c2-c2cccc(C(F)(F)F)c2)CC1,-12%,-19%,-27%,15,-1%,3%,x
CN(C)c1ccc(C(CNC(=O)c2cccc(C(F)(F)F)c2)N2CCCC2)cc1 (configuration not stated),x,x,x,-10,-7%,-7%,x
COC[C@@H]1CN(C(=O)c2ccc(OC)nc2)C[C@H]1c1ccncc1,i,i,1%,-11,-22%,24%,-1%
CC(=O)N1CC2(CCN(C3COC3)C2)Cc2ccccc21 (configuration not stated),-10%[88.5 µM],-13%[172 µM],-6%[138 µM],-18,-8%[87.6 µM],-9%[87.6 µM],x
COc1ccc(-c2noc(-c3nnn(-c4ccc(C)cc4C)c3C)n2)cc1,x,x,x,-2,0%,-6%,x
CCN(C(=O)Cn1nc(Cc2cccnc2)c2ccccc2c1=O)c1ccccc1F,x,x,x,23,-7%,5%,x
CN(C)C[C@@H]1CN(c2ccncn2)C[C@H]1NC(=O)c1ccc2c(c1)OCO2,-19%,i,-12%,-9,-15%,-19%,-16%
CCc1noc(-c2nc(-c3ccc4c(c3)OCO4)no2)n1,i,u,-19%,0,6%,36%[activator],10µM*
O=C(Nc1ccc(F)cc1)N1CCC(Oc2ncccc2C(=O)N2CCOCC2)C1 (configuration not stated),i,u,u,-4,4%,-10%,-2%
O=C(NCC1CC1)c1cccc(OC2CN(C3CCSCC3)C2)c1,i,u,-12%,4,-22%,17%,-7%
O=C1CC(c2c(Cl)cccc2Cl)c2c(ccc3ccccc23)N1 (configuration not stated),x,x,x,-1,8%,-14%,x
Cc1ccc2c(n1)N(C)[C@H](CO)CCN(C(=O)Nc1ccccc1)C2,-1%[88.5 µM],-8%[172 µM],-14%[138 µM],-9,-6%[87.6 µM],26%[87.6 µM],12%[172 µM]
CC1(C)CCCC2(C)C(C(=O)O)=CCC12 (configuration not stated),3%,x,x,0,-15%,x,x
Cc1ccc(C(=O)c2oc3ccccc3c2NC(=O)Cc2coc3cc(C)ccc23)cc1,x,x,x,6,8%,2%,x
C#CCNC(=O)CNC(=O)c1cccc(-c2cc(F)ccc2OC)c1,x,u,u,-6,x,x,x
COC(=O)N1CCn2ncc(C(=O)Nc3ccc(Cl)cc3Cl)c2C1,-6%,i,-27%,-5,-2%,-15%,x
COc1ccc(NC(=O)Cn2ccn3nc(-c4ccccc4)c(CO)c3c2=O)c(OC)c1,i,u,u,4,-8%,-12%,-2%
Cc1ccccc1CNc1ncnc2c1ncn2C1OC(CO)C(O)C1O (configuration not stated),-5%,x,x,x,-3%,-19%,x
O=C(CC1CCCN(c2cnn(CC3CC3)c(=O)c2)C1)NCc1ccc(Cl)cc1 (configuration not stated),-26%,u,u,20,-9%,-14%,-1%
COCCC1(C(=O)O)CCCN(Cc2cnc(CC3CCCC3)[nH]2)C1 (configuration not stated),3%,0%,-5%,-12,-4%,22%,-9%
COCCC(=O)N1CCCCCCNC(=O)CC1c1ccccc1 (configuration not stated),i,-4%,-15%,4,2%,-13%,-12%
Cc1cc(C)cc(NC(=O)c2sc3nc(-c4cc5ccccc5oc4=O)[nH]c(=O)c3c2C)c1,x,x,x,5,20%,27%,x
Cn1cc(-c2ccc(CO)cc2)c2nc(COc3ccccc3)cn2c1=O,u,u,u,-1,4%[87.6 µM],53%[activator][87.6 µM],-26%[172 µM]
COc1cccc(CSc2nc3n(n2)C(c2ccccc2C)C(C(=O)Nc2ccccc2OC)=C(C)N3)c1 (configuration not stated),x,x,x,21,-3%,2%,x
COc1cccc(CCC(=O)N2CCC3(CC2)C(=O)N(C)c2ccccc23)c1,i,u,-29%,2,-17%,-29%,1%

# Other records:
SMILES,GPT2 inh,HEK293 tox,NIH3T3 tox,IP6K1 inhibitor,HEK293 viab,SNCA expr inhib,FLuc inh
Cn1cnnc1CC1CCN(S(=O)(=O)c2ccc(F)cc2)CC1,u,-16%,-21%,13,4%,7%,0%
COc1ccc(C2Nc3ccccc3-c3cc(C)nn32)cc1OC (configuration not stated),x,x,x,0,-13%,5%,x
COc1ccc(-c2cn3c(n2)CO[C@@H](CNC2CCCC2)C3)cc1,-6%[88.5 µM],-28%[172 µM],-19%[138 µM],9,-3%[87.6 µM],25%[87.6 µM],7%[172 µM]
COc1ccc(CNC(=O)c2cccn2-c2nnc(N3CCCCC3)s2)c(OC)c1,x,x,x,30,-22%,54%[activator],x
O=[S+]1([O-])c2cccnc2OC(COc2ccccc2)CN1Cc1ccc2c(c1)OCO2 (configuration not stated),3%[27.3 µM],u,u,17,-24%[23.9 µM],1%[25.6 µM],x
CCc1noc(-c2cn(C3CCN(C(=O)c4cc(Cl)ccc4OC)CC3)nn2)n1,-7%,u,u,17,-2%,-7%,8%
O=C(O)C[C@@H]1CCN(C(=O)C2CCCC2)C[C@@H]1CC1=NCCc2cc(F)ccc21,u,-21%[172 µM],-30%[174 µM],-5,-3%[87.6 µM],-21%[87.6 µM],-11%[172 µM]
CCOC(=O)C1CCN(C(=O)c2cc(-c3cc(Cl)cc(Cl)c3)c3nncn3n2)CC1,i,-1%,-5%,-8,-2%,-4%,x

# Part of the list above in order of SMILES length, highest first.
SMILES,GPT2 inh,HEK293 tox,NIH3T3 tox,IP6K1 inhibitor,HEK293 viab,SNCA expr inhib,FLuc inh
COc1cccc(CSc2nc3n(n2)C(c2ccccc2C)C(C(=O)Nc2ccccc2OC)=C(C)N3)c1 (configuration not stated),x,x,x,21,-3%,2%,x
Cc1cc(C)cc(NC(=O)c2sc3nc(-c4cc5ccccc5oc4=O)[nH]c(=O)c3c2C)c1,x,x,x,5,20%,27%,x
O=C(O)C[C@@H]1CCN(C(=O)C2CCCC2)C[C@@H]1CC1=NCCc2cc(F)ccc21,u,-21%[172 µM],-30%[174 µM],-5,-3%[87.6 µM],-21%[87.6 µM],-11%[172 µM]
CCOC(=O)C1CCN(C(=O)c2cc(-c3cc(Cl)cc(Cl)c3)c3nncn3n2)CC1,i,-1%,-5%,-8,-2%,-4%,x
O=[S+]1([O-])c2cccnc2OC(COc2ccccc2)CN1Cc1ccc2c(c1)OCO2 (configuration not stated),3%[27.3 µM],u,u,17,-24%[23.9 µM],1%[25.6 µM],x
CCc1noc(-c2cn(C3CCN(C(=O)c4cc(Cl)ccc4OC)CC3)nn2)n1,-7%,u,u,17,-2%,-7%,8%
COc1ccc(CNC(=O)c2cccn2-c2nnc(N3CCCCC3)s2)c(OC)c1,x,x,x,30,-22%,54%[activator],x
Cn1cc(-c2ccc(CO)cc2)c2nc(COc3ccccc3)cn2c1=O,u,u,u,-1,4%[87.6 µM],53%[activator][87.6 µM],-26%[172 µM]
Cn1cnnc1CC1CCN(S(=O)(=O)c2ccc(F)cc2)CC1,u,-16%,-21%,13,4%,7%,0%
COCCC(=O)N1CCCCCCNC(=O)CC1c1ccccc1 (configuration not stated),i,-4%,-15%,4,2%,-13%,-12%

# These rows are one share of the data, so the mix of outcomes need not match the whole.
